M5 antag: antagonists of human muscarinic M5 receptor (CHRM5); 360,000 compounds, 0.59% hits; inhibition, % at 3 µM; P08912; CHO-hM5 cells, Fluo-8 calcium fluorescence, ACh EC80;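 active means inhibition above a per-plate cutoff, the mean of that plate's test compounds plus 3 SD, cut at about 27% in these data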;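 further: 0% = acetylcholine EC80 with DMSO and 100% = DMSO without agonist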
Target sequence (P08912 whole entry, looked up): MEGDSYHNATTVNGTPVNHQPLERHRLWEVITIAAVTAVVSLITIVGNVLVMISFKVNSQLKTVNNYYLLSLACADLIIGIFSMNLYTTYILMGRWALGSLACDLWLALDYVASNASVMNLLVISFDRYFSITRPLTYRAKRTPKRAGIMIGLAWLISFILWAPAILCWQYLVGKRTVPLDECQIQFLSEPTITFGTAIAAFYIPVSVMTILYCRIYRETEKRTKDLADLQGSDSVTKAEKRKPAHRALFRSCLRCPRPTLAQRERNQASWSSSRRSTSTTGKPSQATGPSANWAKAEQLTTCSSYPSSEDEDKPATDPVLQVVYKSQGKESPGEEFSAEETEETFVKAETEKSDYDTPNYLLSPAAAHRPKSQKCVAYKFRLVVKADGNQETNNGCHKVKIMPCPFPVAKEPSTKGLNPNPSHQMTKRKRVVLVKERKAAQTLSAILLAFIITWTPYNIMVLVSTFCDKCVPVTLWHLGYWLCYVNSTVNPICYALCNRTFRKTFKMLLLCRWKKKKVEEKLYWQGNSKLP
M4 antag: antagonists of human muscarinic M4 receptor (CHRM4) | CHO-hM4 cells, ACh EC80, Fluo-8 calcium fluorescence | AID 624125 | inhibition, % at 3 µM | 360,000 compounds, 0.73% hits;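 active means inhibition above its plate's cutoff, the mean inhibition of sample wells plus 3 SD, cut at about 27% in these data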;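 further: 0% = acetylcholine EC80 with DMSO and 100% = DMSO without agonist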
CRFBP-R2 block: CRF-BP/CRF-R2 complex antagonism; HEK293 CRF-R2/CRF-BP, CRF-induced calcium fluorescence; inhibition, % at 11.8 µM; 350,000 compounds, 0.59% hits; AID 588475;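 active means inhibition of the ligand-induced calcium signal above about 50% at the single tested concentration, limit read from the data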
CHRM4 agonist: CHRM4 agonism in calcium assay; CHO-K1 hM4/Gqi5, Fluo-8 calcium fluorescence; vehicle 0%, full acetylcholine response 100%; 360,000 compounds, 0.14% hits; activation, % at 3 µM; P08173; AID 624127;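 active means activation above the run mean over all test wells plus 3 SD, cut at about 32% in these data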;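 further: peak over basal fluorescence ratio per well then scaled between controls; 0% = DMSO wells and 100% = acetylcholine at EC100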
CRFR2-BP ag: CRF-BP/CRF-R2 complex agonism; HEK293 CRF-R2/CRF-BP, calcium dye fluorescence (FLIPR); percent of saturating CRF peptide response; activation, % at 13.2 µM; 350,000 compounds, 0.46% hits;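 active means activation of at least 50%, plus an integration ratio under a set limit after plate pattern correction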;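 further: plate controls were neutral control wells without compound for no effect and CRF at EC100 for full effect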
M5 ag: CHRM5 agonism in calcium assay | CHO-K1 hM5 cells, Fluo-8 calcium fluorescence; 0% DMSO wells, 100% maximal acetylcholine response | activation, % at 3 µM | 360,000 compounds, 0.19% hits;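 active means activation above the run's mean over test compounds plus 3 SD, cut at about 23% in these data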;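 further: signal is peak over basal fluorescence ratio across the kinetic read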
CHRM5 PAM: positive allosteric modulators of human muscarinic M5 receptor; P08912; CHO-K1 hM5, Fluo-8 calcium, ACh EC20 PAM; 0% = ACh EC20, 100% = ACh EC100; activation, % at 3 µM; 360,000 compounds, 0.3% hits; AID 624038;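 active means activation above the run cutoff, the mean activation of all test compounds plus 3 SD, cut at about 18% in these data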
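System: CHO-K1 hM5 cells. Reagent: acetylcholine, EC20 level. Compound dosing: single dose, 3 µM nominal final test concentration. Timing: Post-acetylcholine fluorescence recording 140 s. Detection: Fluo-8 calcium fluorescence. Read-out: % activation, ACh-normalized. Benchmarks: ACh EC20 and EC100 wells. Repeats: singlicate, one well per test compound.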
CHRM4 PAM: positive allosteric modulators of human muscarinic M4 receptor. P08173. CHO-K1 hM4/Gqi5, Fluo-8 calcium fluorescence, ACh EC20; 0% = ACh EC20, 100% = maximal ACh. activation, % at 3 µM. 360,000 compounds, 0.4% hits;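 active means activation above its plate's cutoff, the mean activation of sample wells plus 3 SD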; further: some results filed as inactive read as strong as hits
M1 PAM: human CHRM1 positive allosteric modulation; 360,000 compounds, 0.088% hits; CHO-K1 hM1, Fluo-8 calcium fluorescence, ACh EC20; 0% = ACh EC20, 100% = maximal ACh; activation, % at 3 µM; P11229; in the data active means activation above about 19%, passing the limit was not always enough
Target sequence (P11229 whole entry, looked up): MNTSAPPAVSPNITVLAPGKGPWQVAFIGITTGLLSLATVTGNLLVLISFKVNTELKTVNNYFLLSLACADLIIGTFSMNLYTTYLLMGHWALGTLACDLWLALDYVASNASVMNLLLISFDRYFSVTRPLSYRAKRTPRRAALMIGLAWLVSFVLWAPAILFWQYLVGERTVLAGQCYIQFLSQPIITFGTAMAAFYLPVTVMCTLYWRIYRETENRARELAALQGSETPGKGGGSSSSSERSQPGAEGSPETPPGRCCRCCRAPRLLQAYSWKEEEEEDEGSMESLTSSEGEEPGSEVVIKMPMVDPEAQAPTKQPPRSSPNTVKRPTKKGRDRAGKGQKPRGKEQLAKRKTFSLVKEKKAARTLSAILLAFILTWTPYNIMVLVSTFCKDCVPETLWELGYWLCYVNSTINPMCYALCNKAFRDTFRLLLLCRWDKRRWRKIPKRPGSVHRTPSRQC
* marks the source's active call; other numbers are inactive results; . = not tested or not shown. This is a random part of the collection. Share with any hit: about 2.6%.

entry	smiles	M5 antag	M4 antag	CRFBP-R2 block	CHRM4 agonist	CRFR2-BP ag	M5 ag	CHRM5 PAM	CHRM4 PAM	M1 PAM
1	O=C(c1ccc(NC(=S)NCc2ccco2)cc1)N1CCCCC1	3	-6	-3	1	-3.7	-2	-8	-5	0
2	COC(=O)COc1ccc(S(=O)(=O)N2CCc3ccccc3C2)cc1C	-1	7	14	0	0.0	-1	-3	-13	-1
3	O=C(NC(Cc1c[nH]c2ccccc12)C(=O)Nc1ccc(OC(F)(F)F)cc1)c1cccs1 (stereo unspecified)	9	3	3	0	-1.4	-3	-5	0	-5
4	O=C(CN1CCOCC1)N/N=C/c1ccc(-c2cccc(Cl)c2Cl)o1	-1	6	-3	2	-0.5	-6	0	-2	7
5	Cc1ccc(NNC(=O)Nc2ccc(Cl)cc2)nn1	16	-4	9	1	-0.1	-1	-3	0	5
6	Cc1nn(C)c(Cl)c1CN1CCCC(CCC(=O)NCc2ccccc2F)C1 (stereo unspecified)	10	18	-9	0	-1.8	-6	-5	-6	-29
7	Cc1occc1-c1nnc(SCC(=O)N2CCN(c3ccccc3)CC2)n1C	4	-6	4	1	0.5	-1	-2	2	3
8	Cc1ccc(C(=O)N2CCCC(c3ccccc3)=N2)cc1	-13	-5	-9	-1	0.7	1	8	4	1
9	O=C(NCc1nnnn1-c1ccc(F)cc1)c1ccc([N+](=O)[O-])o1	-2	-7	15	1	-0.5	-3	7	11	5
10	Oc1ccc(Cc2ccccc2)c2cccnc12	-1	-7	-9	1	-3.5	1	4	7	7
11	CC1CCCN(C(=O)Cn2c3ccccc3c3nc4n(c(=O)c32)CCS4)C1 (stereo unspecified)	9	-55	-4	2	-0.2	0	1	-2	5
12	COc1ccc(OC)c(C(c2nnnn2CCC(C)C)N2CCN(C(=O)c3ccco3)CC2)c1 (stereo unspecified)	-2	5	2	3	1.1	4	10	1	4
13	CCc1sc(C(=O)Nc2ccc3c(c2)OCO3)cc1C	3	-7	0	0	0.9	-4	-2	7	10
14	Cc1occc1C(=O)Nc1nnc(-c2cccs2)s1	3	2	-12	1	0.8	-3	-8	-1	6
15	Cn1c(SCC(=O)c2ccc3c(c2)OCO3)nnc1C1COc2ccccc2O1 (stereo unspecified)	-3	5	-1	8	0.1	-2	-1	-2	6
16	COc1c(S(=O)(=O)N2CCN(c3ccc(F)cc3)CC2)ccc(Cl)c1Cl	5	13	-5	-1	-1.1	-2	-6	-12	1
17	CC1CN=C(NC(=O)c2cccc([N+](=O)[O-])c2)S1 (stereo unspecified)	-2	-11	11	1	1.1	-1	-1	-4	15
18	COC(=O)CNc1nc(-c2cccnc2)nc2ccccc12	6	-6	-24	3	1.0	-1	-1	1	6
19	Cc1nn(-c2cccc(C(=O)O)c2)c(C)c1[N+](=O)[O-]	1	4	1	1	-1.9	2	2	3	6
20	O=C1c2cccc3cc([N+](=O)[O-])cc(c23)C(=O)N1CC1CCCO1 (stereo unspecified)	16	2	-4	0	4.2	-6	-18	-13	-3
21	Cc1ccc(S(=O)(=O)N2C[C@H]3[C@H]4C(=O)N(c5ccccc5)C(=O)[C@H]4CC(=O)[C@H]3[C@@H]2c2ccc(Cl)cc2)cc1	5	-2	.	2	.	1	-4	-1	2
22	Cc1ccc(C(=O)NCCSCc2ccccc2)cc1[N+](=O)[O-]	0	2	31	4	-1.2	-2	0	0	6
23	CSCCC(c1nnnn1Cc1ccccc1)N1CCN(C/C=C/c2ccccc2)CC1 (stereo unspecified)	8	2	.	3	.	-7	-9	-6	-12
24	CC(OC(=O)c1cccs1)C(=O)NC1CCCCC1C (stereo unspecified)	-8	-2	4	0	-1.5	3	8	3	1
25	c1ccc(CN2CCCC3(CCCN(Cc4nc(COc5ccccc5)no4)C3)C2)cc1 (stereo unspecified)	2	12	-8	-1	3.4	-10	-11	-18	-28
26	CCN(CC(=O)Nc1ccc(OC)cc1)C(=O)c1ccc(=O)n(Cc2ccccc2)n1	19	7	-2	0	18	1	-5	1	5
27	COc1ccc(OC)c(N/C=C/C(=C(C#N)C#N)N(C)C)c1	-8	-15	-8	8	-1.6	3	2	1	5
28	COC(=O)c1c(C)[nH]c(C(=O)OCc2ccc(F)cc2)c1C	-17	-10	-9	3	-2.4	-5	-5	2	2
29	CN(C)CCNC(=O)C(=O)c1c(-c2ccccc2)cc2ccccn12	-6	0	65*	-2	-2.5	-5	7	-6	4
30	COc1ccc(OCC(O)CN2C(=O)NC(C)(C)C2=O)cc1 (stereo unspecified)	3	-2	-6	0	-1.3	-4	7	0	9
31	CCOC(=O)c1nc(C)n(-c2ccc(Cl)cc2)n1	1	12	-17	-1	0.2	3	3	3	6
32	COc1cc(CSc2nc(-c3ccccc3)cc(=O)[nH]2)cc(OC)c1	-9	-2	-7	0	0.4	-2	2	4	5
33	O=C(NCc1ccccc1)c1cccc2c(-c3cccnc3)coc12	9	0	.	15	.	3	-5	-6	-10
34	NC(=O)CC(NC(=O)Cc1ccc(Br)cc1)c1ccc(NCc2ccccn2)c([N+](=O)[O-])c1 (stereo unspecified)	5	-12	-5	3	-0.6	-1	0	3	3
35	CNC(=O)C(=O)NCC(c1cccs1)S(=O)(=O)c1ccc(C)cc1 (stereo unspecified)	8	-7	-5	2	1.4	-4	3	8	5
36	Cc1cc(C)nc(N/N=C/c2ccc(Cl)cc2)n1	-7	-8	5	1	0.3	0	6	3	4

Record cards (already shown). Screens in order: M5 antag, M4 antag, CRFBP-R2 block, CHRM4 agonist, CRFR2-BP ag, M5 ag, CHRM5 PAM, CHRM4 PAM, M1 PAM
Profile of CCOC(=O)c1nc(C)n(-c2ccc(Cl)cc2)n1 : 1, 12, -17, -1, 0.2, 3, 3, 3, 6
Profile of CCN(CC(=O)Nc1ccc(OC)cc1)C(=O)c1ccc(=O)n(Cc2ccccc2)n1 : 19, 7, -2, 0, 18, 1, -5, 1, 5
Profile of COc1cc(CSc2nc(-c3ccccc3)cc(=O)[nH]2)cc(OC)c1 : -9, -2, -7, 0, 0.4, -2, 2, 4, 5

New compounds follow:
entry	smiles	M5 antag	M4 antag	CRFBP-R2 block	CHRM4 agonist	CRFR2-BP ag	M5 ag	CHRM5 PAM	CHRM4 PAM	M1 PAM
37	COC(=O)CN(C)C(=O)c1cccc(OC2CCN(S(=O)(=O)N(C)C)CC2)c1	6	4	-4	3	-0.5	3	1	-3	3
38	COc1ccc(CCNc2oc(-c3ccccc3OC)nc2C#N)cc1	-1	-10	-12	6	2.0	-4	-2	7	6
39	CCn1c(SCC(=O)Nc2sc3c(c2C#N)CCCC3)nnc1-c1ccco1	-2	-7	-15	3	-3.9	0	6	2	2
40	CCCCC(=O)NNC(=O)c1c(O)c2ccccc2[nH]c1=O	-5	-7	-4	1	-1.7	5	2	3	11
41	COc1ccccc1/C=C/C(=O)OCC(=O)NC1CCCCCCC1	2	4	14	-1	-0.8	-8	-3	2	0
42	O=C(O)COc1ccccc1/C=N/NC(=O)CSc1nc2ccccc2n1Cc1ccccc1	3	1	-15	0	0.1	1	1	9	9
43	COc1ccc(S(=O)(=O)N2CCC(C(=O)NCc3ccco3)CC2)cc1	-2	0	-3	1	0.6	0	-2	3	5
44	O=C(Nc1ccc(Oc2ccccc2)cc1)c1ccco1	-15	-13	15	3	0.6	-11	7	2	6
45	Cc1ccc(OCCn2c(SCCO)nc3c(N)ncnc32)cc1	16	14	1	14	0.3	2	-8	-10	1
46	COc1ccc(S(=O)(=O)N2CCN(c3ccccc3)CC2)cc1	28*	4	-1	1	-1.3	-5	-12	1	2
47	CCOC(=O)c1cc(-c2ccccc2)n(CC(=O)NC(C)(C)C)c1C	3	-5	7	0	-1.6	-1	-4	5	9
48	COc1ccc(C(=O)C2CCCN(C3Cc4ccccc4C3)C2)cc1OC (stereo unspecified)	11	29*	-11	1	-0.4	-10	-11	-18	-27
49	CN(Cc1ccccc1)C(=O)COC(=O)c1ccc[nH]c1=O	0	0	-4	2	1.4	5	12	7	12
50	O=C1NC[C@H](Cc2ccc(O)cc2)N(C[C@@H]2CCCN2C[C@H](Cc2ccccc2)N2C[C@H](Cc3ccccc3)N(CC3CCCCC3)C(=O)C2=O)C1=O	-5	-2	.	0	.	-1	2	0	.
51	COc1ccc(-c2cc(C(=O)OC3CCOC3=O)c3ccccc3n2)cc1 (stereo unspecified)	18	4	2	5	-0.5	-1	-10	-11	-4
52	COc1ccc(-c2cc(C)nc(SCc3cccc(C(=O)O)c3)n2)cc1	-2	2	-5	0	0.9	-1	-3	15	3
53	Fc1ccc2nc(Nc3ccccc3)sc2c1	-1	-5	-14	0	0.9	1	5	-3	4
54	O=C1CCCCCN1CP(=O)(O)CN1CCCCCC1=O	2	-2	19	0	-0.6	0	5	-3	10
55	C=CCn1c(SCC(=O)Nc2cc(C)on2)nc2sc(C)c(C)c2c1=O	-5	6	32	0	0.8	-5	-3	-6	2
56	O=C(N/N=C/c1cccc2ccccc12)c1cccnc1	0	-1	8	2	-2.6	0	3	-3	10
57	O=C(NCCc1c[nH]c2ccccc12)C(=O)NCC(c1cccnc1)N1CCN(c2ccccc2)CC1 (stereo unspecified)	10	3	-11	19	-3.1	6	-16	-14	-9
58	COc1ccc(S(=O)(=O)N2c3ccccc3NC(=O)CC2C)cc1 (stereo unspecified)	3	3	4	1	-0.1	-2	1	6	8
59	c1ccc2c(c1)NCC1CCCN21 (stereo unspecified)	7	-9	-5	1	3.1	-1	7	-3	0
60	CC(=O)Nc1cccc(NC(=O)C(=O)c2cn(CC(=O)N3CCCC3)c3ccccc23)c1	-6	-24	-1	5	-1.8	1	-2	3	-1
61	Cc1cc(C)cc(NC(=O)c2ccc(NC3=NC4CS(=O)(=O)CC4S3)cc2)c1 (stereo unspecified)	-3	1	8	0	0.6	0	1	6	13

Source: PubChem BioAssay (several laboratories)
